# Screening results from PubChem BioAssay.
# Ecoli WT growth = blocks growth of wild type E. coli BW25113; E. coli BW25113 growth inhibition, OD600; inhibition, % at 10 µM; hit rate 0.05% among 20,000; in the data active = inhibition above about 40%;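 note: bacteria exposed to compound for 20 hours at 37 °C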
#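 Material: bacterial strain in a whole-cell growth screen; Amount: inoculum from a 1:1000 dilution of a 1.5 h subculture; Buffer or medium: LB plus kanamycin 50 µg/mL; Dosing: one dose, 10 µM final; Times: compound exposure of 20 h at 37 °C; Measured by: absorbance at 615 nm as a measure of bacterial growth.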
# Starred values were filed as active, the others as inactive; & = joins results of further samples.
SMILES,Ecoli WT growth
O=C(Nc1ccc(O)c(C(=O)O)c1)c1ccc2c(c1)C(=O)N(CC1CCCO1)C2=O (stereo not given),2
COC(=O)c1ccccc1NC(=O)Cn1c(=O)oc2ccc(Cl)cc21,-25
CCOc1ccccc1C1NC(=O)NC(C)=C1C(=O)OC1CCCC1C (stereo not given),9
Cc1cc(C)nc(Nc2nc(C)c3cc4c(cc3n2)OCO4)n1,-7
O=C(COC(=O)CCC1CCCC1)Nc1ccc(Cl)cn1,-3
CCc1c(C)nc2ncnn2c1NCCc1ccc(OC)c(OC)c1,-4
COC(=O)Cc1c(C)c2ccc(OCC(=O)NCc3ccc4c(c3)OCO4)cc2oc1=O,-21
O=C(OC1CCOC1=O)c1ccc2ccccc2n1 (stereo not given),-3
O=C(CSc1nnc(C23CC4CC(CC(C4)C2)C3)o1)Nc1ccc(N2CCOCC2)c(Cl)c1,6
Cc1cc(C(=O)N2CCN(C(c3ccccc3)c3ccccc3)CC2)no1,-2
O=C(O)c1cc(-c2ccccc2)nc2ccccc12,-3&0
CCN(C(C)=O)c1nnc(CSc2nc3ccccc3s2)s1,-3
OC1CNCc2cc3c(cc21)OCCO3 (stereo not given),-19
COc1cc(CN2CCC(C(=O)NC3CCCC3)CC2)ccc1O,18
O=C(Cc1cccs1)Nc1ccccn1,-16
COc1cc(CN(C(=O)c2ccco2)c2ccc(C)cc2)ccc1O,5
O=C(Nc1nccs1)C1C2CC3OC(=O)C1C3C2 (stereo not given),-21
Cc1c(NC(=O)Cn2nc(C(F)(F)F)c3c2CCCC3)c(=O)n(-c2ccccc2)n1C,-23
Cc1cc(NS(=O)(=O)c2ccc(NC(=O)COc3ccccc3C(C)C)cc2)no1,4
COc1ccc(OC)c(S(=O)(=O)N2CCC(C(=O)NCCc3ccc(OC)c(OC)c3)CC2)c1,-28
Cc1ccc(C)c(N(CC(=O)NCc2ccco2)C(=O)CCC(=O)Nc2ccccn2)c1,-11
CCOc1ccc(-c2nnc(-c3ccncc3)o2)cc1,-22
Cc1ccc(NC(=O)C2CC(=O)NC(Nc3cccc(C)c3)=N2)cc1 (stereo not given),-17
O=C1CC2CS(=O)(=O)CC2N1c1ccc(Oc2ccccc2)cc1 (stereo not given),-2
O=S(=O)(c1ccccc1)c1nc(-c2ccco2)oc1NCc1cccnc1,-5

# Reprinted from the part before: 2 compounds, then new ones.
SMILES,Ecoli WT growth
O=C1CC2CS(=O)(=O)CC2N1c1ccc(Oc2ccccc2)cc1 (stereo not given),-2
O=S(=O)(c1ccccc1)c1nc(-c2ccco2)oc1NCc1cccnc1,-5
COc1cc(-c2ccc(NC(=O)CN3CCCCC3)c(OC)c2)ccc1NC(=O)CN1CCCCC1,-15
CC(C)C(=O)Nc1ccccc1N1CCN(C(=O)c2ccccc2)CC1,-16
N#CC1=C(N)N(c2ccccc2)C2=C(C(=O)CCC2)C1c1cccs1 (stereo not given),4
COCCNc1nc(-n2nc(C)cc2C)nc2sc3c(c12)CCCC3,-19
COc1ccccc1N1CCN(S(=O)(=O)c2ccccc2)CC1,-22
Nc1nncn1C(=O)CCCOc1ccc(Cl)cc1Cl,4
Cc1cc(Cl)c(S(=O)(=O)N2CCSCC2)cc1OCC(N)=O,-18
Cc1ccc(C2N(c3ccc(Cl)c(Cl)c3)C(=O)C3CCCN32)o1 (stereo not given),-2
Nc1ccc(C(=O)OCCCc2nc3ccccc3[nH]2)cc1,-1
CCOC(=O)N1CCN(c2ccc(Cl)c(Cl)c2)CC1,-6
COc1ccc(/C=N/n2cnnc2SCc2ccc(OC)cc2)cc1,-2
O=c1c2c(-c3ccccc3)csc2nc2n1CCC2,9
CN(CC(=O)N1CCN(C2CCCCC2)CC1)S(=O)(=O)c1cccc2nsnc12,-3
Cn1nc(-c2ccc(N3CCOCC3)c(NC(=O)COc3ccccc3)c2)c2ccccc2c1=O,-17
O=C(Nc1ccc(CN2CCOCC2)cc1)c1cccc(F)c1,-14
CC1CN(C(=O)CSc2nnc(-c3ccncc3)n2-c2ccccc2)CC(C)O1 (stereo not given),-2
CC(=O)Nc1c(C(=O)N2CCN(c3ncccn3)CC2)cnn1-c1ccccc1Cl,-20
CCN(CC)S(=O)(=O)c1cccc(-c2nnc(SCC(N)=O)n2CCc2ccccc2)c1,-5
Cc1ccc(S(=O)(=O)CC(=O)N2CCCC2)cc1,12
O=C(Nc1ccc(O)cc1)c1ccc(C(=O)c2ccccc2)o1,-1
COc1ccc2[nH]c(O)c(NC(C)=O)c2c1,4
CCn1cc(Br)c(C(=O)Nc2cccc(Cl)c2)n1,-22
COc1nnc(-c2ccc(C)c(S(=O)(=O)NCCO)c2)c2ccccc12,5
O=C(Nc1ccccc1N1CCOCC1)c1ccc(Br)o1,-17
O=C1c2ccccc2C(=O)N1CC(O)Cn1nnc2ccccc21 (stereo not given),-4
SMILES,Ecoli WT growth
CC(=O)N(c1ccc(Br)cc1)C1C=CS(=O)(=O)C1 (stereo not given),-3
O=c1cc(O)n(-c2ccccc2F)c(=S)[nH]1,-23
CCOc1ccc(NC(=O)CN(c2cc(C)cc(C)c2)S(=O)(=O)c2c(C)noc2C)cc1,-3
COC(=O)c1[nH]c2c(c1C)C(=O)CC(c1cc(OC)ccc1OC)C2 (stereo not given),-2
COc1ccc(-c2cc(C(F)(F)F)nc(SCC(=O)NCc3ccco3)n2)cc1OC,0
Cc1ccc(C(=O)NCc2ccc3c(c2)OCO3)cc1S(=O)(=O)N1CCOCC1,5
Cc1cc(C(=O)N2CCN(C(=O)C3CCCO3)CC2)no1 (stereo not given),-12
COc1ccc(Cl)c(Cn2c(NCc3ccco3)nc3c2c(=O)n(C)c(=O)n3C)c1,-19
Cc1c(C(=O)OC2CCCCC2)[nH]c2c1C(=O)CC(C)(C)C2,7
COC(=O)c1cccc(S(=O)(=O)N2CCC(C)CC2)c1,3
N#Cc1ccccc1NC(=O)CSc1nnc(-c2ccccc2)n1-c1ccccc1,-2
Cc1ccccc1OCC(=O)OC(C)CN1CCN(C)CC1 (stereo not given),-25
O=C(c1ccc(S(=O)(=O)N2CCOCC2)cc1)N1CCc2ccccc2C1,-6
O=C(O)CCCC(=O)NCc1ccccn1,-11
c1ccc(N2CCN(c3ncnc4sc5c(c34)CCC5)CC2)cc1,0
O=C(c1ccc(Cl)s1)N1CCOCC1,-23
COC(=O)c1cn(C(=O)c2ccc(Br)o2)c2ccccc12,9
CCOCc1nnc(NC(=O)CCc2ccccc2)s1,-14
CCOc1ccccc1Nc1nnc(SCC(=O)N2CCCC2)s1,-4
CC(C)(C)NC(=O)COC(=O)c1ccc(O)cc1,2
CCC(=O)N1CCN(c2ccccc2NC(=O)COc2cccc(C)c2)CC1,-12
O=C(NCCCn1ccnc1)c1csc2ccccc12,-3
CCOc1nc(-c2ccc(C)cc2)ccc1-c1noc(-c2cccnc2)n1,-8
CC1CCCN(C(=O)CN2CCN(C(=O)c3ccco3)CC2)C1 (stereo not given),4
CCOC(=O)c1ccc(NC(=O)CC2SC(=NC)N(C)C2=O)cc1 (stereo not given),-4
SMILES,Ecoli WT growth
CCOC(=O)C1=C(C)Nc2ncnn2C1/C=C/c1ccccc1 (stereo not given),-8
O=S(=O)(NCC(c1cccnc1)N1CCN(c2ccccc2)CC1)c1cc(F)ccc1F (stereo not given),0
N#CC1=C(N)SC(N)=C(C#N)C1c1ccoc1,-18
Cn1c(SCc2nn[nH]n2)nc2c1c(=O)n(Cc1ccccc1Cl)c(=O)n2C,-23
COC(=O)c1cc(NC(=O)C2CC2)cc(C(=O)OC)c1,-22
O=C(Nc1ccccc1Cl)c1cnccn1,4
Cc1cc(C)c(OCC(=O)Nc2ccc3c(c2)OCO3)cc1C,0
CCCCc1ccc(S(=O)(=O)Nc2cc(C)on2)cc1,0
COc1ccc(Br)cc1-c1noc(-c2ccccc2F)n1,-23
COc1ccc(CN(CC(=O)NCC2CCCO2)C(=O)CCC(=O)Nc2cc(C)on2)cc1 (stereo not given),0
OCCCNCc1cccc2ccccc12,-15
COc1ccc(NC(=O)CCNC(=O)Cn2ccc3ccccc3c2=O)c(OC)c1,-1
c1ccc(-c2cc(CSc3nc4ccccc4[nH]3)on2)cc1,10
CN/C(=C/[N+](=O)[O-])NCCSCc1ccc(CN(C)C)o1,10
CCOCc1nnc(NC(=O)CSc2ccccc2)s1,-17
Cc1ccc(CS(=O)(=O)CCC(=O)NCC2CCCO2)cc1 (stereo not given),-5
O=C(c1ccccc1)N1CCCCC(Sc2nnnn2-c2ccccc2)C1=O (stereo not given),6
O=c1cc(-c2ccccc2)nc2nc(-c3ccco3)[nH]n12,-32
CN(C)C(=O)c1ccc(COc2ccccc2Br)o1,4
Cc1cc(/C=N\O)c(C)n1-c1ccncc1,-3
COc1ccccc1N1CCN(S(=O)(=O)c2cccc(F)c2)CC1,-16
Cc1cccc(NC(=O)c2ccccc2C(=O)O)c1,-17
Nc1nonc1C(=O)OCC(=O)N1CCCCC1,-24
CCOC(=O)CNC(=O)Nc1nnc(-c2ccc(OCC)cc2)o1,5
Clc1ccc(Br)cc1-c1nc(-c2ccncc2)no1,1
SMILES,Ecoli WT growth
CC1(C)Cc2c(C#N)c(OCC(=O)c3ccc(Cl)cc3)nc(-c3ccco3)c2CO1,-12
CCOC(=O)C1=C(CNCCc2ccc(Cl)cc2)NC(=O)NC1c1ccc2c(c1)OCO2 (stereo not given),-11
CC1CCN(C(=O)c2cccc(S(=O)(=O)N3CCCCC3)c2)CC1,-20
COc1ccc(OC)c(NC2=NC3(CCCC3)N=C(N)N2)c1,-16
COc1ccc(-c2noc(-c3ccccc3C(=O)NCc3ccco3)n2)cc1,7
CCOC(=O)N1CCN(C(=O)N2CCOCC2)CC1,-21
Cc1ccc(C(=O)O)cc1S(=O)(=O)NCC1CCCO1 (stereo not given),-15
CN1CCC(NC(=O)c2cccs2)CC1,5
Cc1nc(SCC(=O)N2CCC(C(N)=O)CC2)n[nH]1,-4
COc1cc(C(=O)N2CCC(NC(=O)C(Cc3ccc(C)cc3)NC(C)=O)CC2)cc(OC)c1OC (stereo not given),2
CN(c1cccc(NS(=O)(=O)c2cccs2)c1)S(C)(=O)=O,-2
COc1ccc(CCNc2cc(=O)[nH]c(N)n2)cc1,-20
COc1ccc(Br)cc1-c1noc(-c2ccccc2)n1,-7
C=CCNC(=O)c1ccccc1NC(=O)Nc1ccccc1,-16
CCN(CC)C(=O)c1ccc(C)c(Br)c1,-8
Cc1occc1C(=O)Nc1cc(C(C)(C)C)on1,8
COc1nc(-c2ccccc2)cc(C(F)(F)F)n1,3
O=C(Nc1ccc(S(=O)(=O)N2CCc3ccccc32)cc1)c1ccc2c(c1)OCO2,-2
CCOc1cc(C2NC(=O)NC(O)(C(F)(F)F)C2C(=O)c2ccccc2)ccc1OC (stereo not given),5
CC(C)CNS(=O)(=O)c1ccc(CCC(=O)N2CCOCC2)cc1,-10
Cn1ncc(C#N)c1NC(=O)c1nn2cccnc2c1Cl,-20
CC(C)C1Cc2c(C#N)c(N)sc(=S)c2CO1 (stereo not given),13
CC(=O)c1cnc2cc(-c3ccccc3)nn2c1C,9
O=C(Nc1cnn(Cc2ccc(Cl)cc2)c1)c1cnccn1,5
COc1ccc(C(=O)NCc2nnc(SCC(=O)Nc3cc(C)cc(C)c3)o2)cc1OC,-3

# Arranged by length of the SMILES (lowest first): part of the list above.
SMILES,Ecoli WT growth
CN1CCC(NC(=O)c2cccs2)CC1,5
CCN(CC)C(=O)c1ccc(C)c(Br)c1,-8
CCOC(=O)N1CCN(C(=O)N2CCOCC2)CC1,-21
COc1ccc(Br)cc1-c1noc(-c2ccccc2)n1,-7
Cn1ncc(C#N)c1NC(=O)c1nn2cccnc2c1Cl,-20
Cc1ccc(C(=O)O)cc1S(=O)(=O)NCC1CCCO1 (stereo not given),-15
O=C(Nc1cnn(Cc2ccc(Cl)cc2)c1)c1cnccn1,5
CC(C)CNS(=O)(=O)c1ccc(CCC(=O)N2CCOCC2)cc1,-10
CC1CCN(C(=O)c2cccc(S(=O)(=O)N3CCCCC3)c2)CC1,-20
COc1ccc(-c2noc(-c3ccccc3C(=O)NCc3ccco3)n2)cc1,7
COc1ccc(C(=O)NCc2nnc(SCC(=O)Nc3cc(C)cc(C)c3)o2)cc1OC,-3
O=C(Nc1ccc(S(=O)(=O)N2CCc3ccccc32)cc1)c1ccc2c(c1)OCO2,-2
CCOC(=O)C1=C(CNCCc2ccc(Cl)cc2)NC(=O)NC1c1ccc2c(c1)OCO2 (stereo not given),-11
COc1cc(C(=O)N2CCC(NC(=O)C(Cc3ccc(C)cc3)NC(C)=O)CC2)cc(OC)c1OC (stereo not given),2

# (listing goes on)
SMILES,Ecoli WT growth
Clc1ccccc1-c1nn2c(COc3ccccc3)nnc2s1,-12
COc1ccc(OC)c(NC2=NC3(CCCCC3)N=C(N)N2)c1,1
COC(=O)COc1ccc(S(=O)(=O)NCc2cccnc2)cc1C,-12
Cc1cc(C)n(-c2nc3ccccc3nc2N2CCN(C(=O)c3ccc(Cl)cc3)CC2)n1,-21
Cc1[nH]nc2c1C1(C(=O)N(Cc3ccc(Cl)cc3)c3ccccc31)C(C#N)=C(N)O2 (stereo not given),-2
COc1cccc(C2CC(c3ccc(F)cc3)Nc3nc(N)nn32)c1 (stereo not given),5
Cc1ccc(-n2c(Cc3cccn3C)nnc2SCC(=O)NCc2ccc3c(c2)OCO3)cc1,19
CCOC(=O)C1CCCN(Cc2nc(N)nc(Nc3ccc(C)cc3)n2)C1 (stereo not given),1
O=C(Nc1ccc(N2CCOCC2)cc1)c1ccc2nc(-c3ccco3)c(-c3ccco3)nc2c1,-18
Cc1cc(NC(=O)CCS(=O)(=O)c2nc(-c3ccccc3)cc(C(F)(F)F)n2)no1,-26
CCOC(=O)c1cnc(SC2CCc3ccccc3C2=O)nc1N (stereo not given),-21
COC(=O)c1ccc(CSc2nc3ccccc3c(=O)n2Cc2ccco2)o1,-1
COc1ccc(C2C(C(C)=O)=C(O)C(=O)N2C)c(OC)c1 (stereo not given),-1
O=C(NC1C=CS(=O)(=O)C1)c1sc2ccccc2c1Cl (stereo not given),-31
CC1Cc2nc(SCC(N)=O)n(Cc3ccccc3)c(=O)c2S1 (stereo not given),9

# A portion of the library. The share of hits here may be higher or lower than overall.
